# Epigenetic reg: Quantitative High-Throughput Screen for Regulators of Epigenetic Control; murine LDR cells, GFP reporter derepression, 30 h; 280,000 tested, 0.2% active; AID 1865, 2009; Potency, µM (titrated, usually from 53.9 µM), without a hit: at the highest dose GFP activation, actives largely listed as activators; note: % of control where 0% means no effect; nearly all actives have a fitted effect of over 60% in size
#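 In this reporter-derepression format, murine cells bearing a silenced integrated CMV-GFP locus incubate with test compound (30 h, 37 C), then are washed and imaged; fluorescent objects of 20–120 um count as induced cells.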
# SMN2 splice enh: qHTS Assay for Enhancers of SMN2 Splice Variant Expression | HEK293 SMN2-luciferase splicing reporter, luminescence, 30-36 h | Potency, µM (titrated, usually from 46.1 µM), inactives show at the highest dose activity change, positive = activation, hits mostly activators | 210,000 tested, 2.8% active; note: % of control where 0% means no effect; nearly all actives have a fitted effect of over 55% in size
#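 qHTS luciferase splicing reporter: luminescence rises when SMN2 exon 7 is included in transfected HEK293 cells. Compound exposure lasted 30-36 h at 37C, with 4.5 mM final sodium butyrate as control, followed by a ONE-Glo read.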
# Numbers without * were called inactive; ? = inconclusive; [ ] = dose if it differs, or a comment. Calls come from the whole dose curve; as a rule, active = well fitted curve in the direction sought with a large enough effect; inconclusive = small, poorly fitted or top-dose-only effect, or another doubt; inactive = no such curve, though single readings can be large; an effect the other way counts as inactive or inconclusive. Potency is the fitted concentration of half-maximal effect. The list is partial, so the mix of outcomes need not match the whole.
# The first 5 entries, to show the layout:
SMILES	SMN2 splice enh	Epigenetic reg
CC12CN3CC(c4ccccc4)(CN(C1)C3c1ccc(Cl)cc1)C2=O (stereo not drawn)	5.3%	-2.2%
Clc1ccc2c(c1)-c1c(cnc3cc(-c4ccccc4)nn13)CO2	2.2%	-1.1%
O=C(Cn1c(=O)n(CC2CCC(C(=O)NCCc3ccccc3)CC2)c(=O)c2ccccc21)Nc1ccccc1 (stereo not drawn)	6.8%	11.3%
COc1ccc(Nc2cc(C(=O)NCCc3ccc(C)cc3)c3ccccc3n2)c(OC)c1	-6.2%	6.6%
COc1ccc(N(CC(=O)NCc2ccccc2Cl)S(=O)(=O)c2c(C)nn(C)c2C)cc1	1.2%	4.9%

# Results, previewed entries included:
SMILES	SMN2 splice enh	Epigenetic reg
CC12CN3CC(c4ccccc4)(CN(C1)C3c1ccc(Cl)cc1)C2=O (stereo not drawn)	5.3%	-2.2%
Clc1ccc2c(c1)-c1c(cnc3cc(-c4ccccc4)nn13)CO2	2.2%	-1.1%
O=C(Cn1c(=O)n(CC2CCC(C(=O)NCCc3ccccc3)CC2)c(=O)c2ccccc21)Nc1ccccc1 (stereo not drawn)	6.8%	11.3%
COc1ccc(Nc2cc(C(=O)NCCc3ccc(C)cc3)c3ccccc3n2)c(OC)c1	-6.2%	6.6%
COc1ccc(N(CC(=O)NCc2ccccc2Cl)S(=O)(=O)c2c(C)nn(C)c2C)cc1	1.2%	4.9%
COCCCNC(=O)C1CCN(c2nnc(-n3cccc3CNc3ccc(C)cc3)s2)CC1	-21.7%	0.8%
COc1ccccc1NC(=O)c1cnn(-c2ccccc2)c1-n1cccc1	-9.4%	?
COc1ccc(Oc2nc3c(c(=O)n(C)c(=O)n3C)n2Cc2ccccc2Cl)cc1	-6.3%	-0.1%
Oc1ccc(Cl)cc1Nc1nc2ccccc2n2cnnc12	-1.9%	0.0%
CCc1cccc(C)c1Nc1c(-c2cccc(O)c2)nc2cnccn12	3.8%	1.3%
CCOc1ccccc1NC(=O)c1nc(S(=O)(=O)Cc2cccc(C)c2)ncc1Cl	-1.3%	2.0%
CCC(C)n1c(=N)c(C(=O)NCc2ccccc2)cc2c(=O)n3cc(C)ccc3nc21 (stereo not drawn)	9.6%	0.6%
CCn1cc(C(=O)NCCCN2CCC(C)CC2)c(=O)c2cc(S(=O)(=O)N(C)C3CCCCC3)ccc21	11.5%	-0.9%
Cc1ccc(CCNC(=O)c2ccc3c(c2)N(Cc2cccc(C)c2)C(=O)c2ccccc2S3(=O)=O)cc1	0.3%	-1.1%
Cc1cc(NCc2ccccc2Cl)n2cnnc2n1	-68.3%[inhibitor]	-5.3%
COc1ccc(-n2nc(C(=O)N3CCC(C)CC3)c3c4ccccc4n(C)c3c2=O)cc1Cl	6.6%	0.2%
CCCN(CCC)CCCNC(=O)C1CCN(c2nc3ccc(CC)cc3s2)CC1	27.9%	-1.3%
CCc1ccc2oc(C(=O)Nc3cc(Cl)ccc3OC)cc(=O)c2c1	1.3%	-1.0%
Cc1c2cnn(CC(=O)NCc3ccc(F)cc3)c(=O)c2c(C)n1Cc1ccccc1Cl	-0.6%	3.2%
CCc1ccc(NC(=O)CN(c2ccc(C)cc2)S(=O)(=O)c2cccs2)cc1	-5.6%	0.8%
COc1cc(NS(=O)(=O)c2ccc(NC(=O)c3cccc(F)c3)cc2)nc(OC)n1	-3.2%	0.0%
CCOc1ccccc1NC(=O)Cn1c(=O)n(Cc2cccs2)c(=O)c2cccnc21	0.3%	4.6%
COc1ccc(NC(=O)Cn2c(=O)n(-c3cccc(C(F)(F)F)c3)c(=O)c3sccc32)cc1	-18.1%	10.6%
Cc1cc(C)cc(NC(=O)C(Cc2ccccc2)NS(=O)(=O)c2ccc3c(c2)c(=O)n(C)c(=O)n3C)c1 (stereo not drawn)	-48.8%[inhibitor]	1.1%
Cc1ccc(Sc2c(C)nn(C(=O)COc3ccc(F)cc3)c2C)cc1	5.4%	-1.0%
CCOc1ccc(S(=O)(=O)c2cn(Cc3ccccc3C)c3ccc(OC)cc3c2=O)cc1	0.3%	1.4%
Cc1ccc(NC(=O)CCSc2nc(-c3ccc4c(c3)OCO4)cc(C(F)(F)F)n2)c(C)c1	-15.8%	1.0%
Cc1ccc2c(CN3CCN(c4ccc(Cl)cc4)CC3)cc(=O)oc2c1	-4.2%	7.4%
Cc1c(C(=O)OC(C)C)sc(NC(=O)C2c3ccccc3Oc3ccccc32)c1C(=O)OC(C)C	-15.1%	0.0%
CCSc1ncc(Cl)c(C(=O)Nc2nnc(CC)s2)n1	-0.9%	-1.9%
Cc1ccc(-c2nc3cc(C(C)C)ccc3o2)cc1NC(=O)c1cc2ccccc2o1	-8.2%	4.9%
CSc1cccc(Nc2cc(C(=O)NCCc3ccc(Cl)cc3)c3ccccc3n2)c1	-79.2%[inhibitor]	-0.9%
COc1cccc(Nc2nc3ccc(C)cc3nc2-n2nc(C)cc2C)c1	-4.9%	0.7%
COc1cccc(NC(=O)CC2Oc3ccccc3NC2=O)c1 (stereo not drawn)	4.6%	0.8%
COc1ccc(S(=O)(=O)NCc2ccc(C(=O)NCc3ccccc3)cc2)cc1	-11.6%	1.7%
CCOC(=O)c1c(-c2ccccc2)oc2ccc(OCc3cccc(Br)c3)cc12	-2.8%	-0.8%
CCOC(=O)c1c(NC(=O)c2ccc(OC)cc2)sc2c1CCCCC2	14.8%	-1.6%
Cn1c(=O)c2sccc2n2c(CCC(=O)NCc3ccccc3)nnc12	25.9%	-2.5%
COc1ccccc1CNC(=O)CCCn1c(=O)c2ccccc2n(Cc2ccc(F)cc2)c1=O	-13.2%	3.5%
COc1ccc(C2CC(=O)c3c([nH]c(C(=O)OC4CCCCCC4)c3C)C2)cc1 (stereo not drawn)	-16.7%	4.2%
COc1ccc2c(c1)NC(c1cccnc1)=NC(c1ccc(F)cc1)=N2	27.0%	-2.9%
Cc1cccc(Cn2c(C)c(CNC3CCCCC3)c(C(=O)O)c2C)c1	2.3%	-0.4%
CCN(C(=O)C(=O)Nc1ccc2nc3n(c(=O)c2c1)CCCCC3)c1ccc(F)cc1	9.0%	-2.4%
Cc1nc2nc(NCc3ccc(Br)cc3)[nH]n2c(=O)c1Cc1ccccc1	12.7%	-1.9%
COc1ccccc1NC(=O)CN1C(=O)CCSc2ccccc21	24.4%	0.8%
CCCC12CN3CC(C)(CN(C1)C3c1cn(C)c3ccccc13)C2=O (stereo not drawn)	-6.3%	-0.7%
COc1ccc(-c2nc(SCC(=O)NC3CCCC3)c(-c3ccccc3)[nH]2)cc1OC	9.5%	-2.2%
Cc1cc(C)c(NC(=O)Cn2c(=O)n(CC3CCCO3)c(=O)c3ccccc32)c(C)c1 (stereo not drawn)	-3.6%	-1.8%
CCc1ccc(NC(=O)Cn2c(-c3cncs3)nc3ccccc32)cc1	-9.3%	-3.4%
Cc1cc(C)cc(NC(=O)CSc2nc3c(oc4ccccc43)c(=O)n2-c2ccccc2F)c1	5.2%	0.0%
COc1cccc(Cn2c(=O)n(-c3ccc(C)c(F)c3)c(=O)c3sc4ccccc4c32)c1	6.4%	14.2%
O=C(/C=C/c1ccco1)Nc1ccc(Cl)c(-c2nc3cc(Cl)ccc3o2)c1	-6.0%	9.6%
CCc1cc2c(cc3c(=O)n(CC(=O)N4CCN(c5cccc(C)c5C)CC4)nc(CC)n32)s1	-3.3%	1.1%
COC(=O)C1=C(c2ccccc2)c2ccccc2S(=O)(=O)N1CC(=O)Nc1ccccc1C(F)(F)F	8.6%	-1.8%
Cc1n[nH]c(C)c1S(=O)(=O)N(CC(=O)Nc1ccc(C(F)(F)F)cc1)c1ccc(C(C)C)cc1	-22.9%	10.2%
O=C(Nc1cccc(-c2nc3ccccc3o2)c1)c1cccc2c(Cl)cccc12	2.7%	0.0%
COc1ccc(-c2cc(C(F)F)n3ncc(C(=O)Nc4cc(OC)ccc4OC)c3n2)cc1	0.9%	0.0%
Cc1ccc(CN2CCC(CNC(=O)Nc3ccc(Cl)cc3)C2)cc1 (stereo not drawn)	-8.6%	5.1%
Cc1ccc(-c2nnn3c2nc(N2CCC(C)CC2)c2ccccc23)cc1	0.4%	-1.0%
COc1cccc(CNC(=O)C2CCN(C(=O)c3sccc3-n3cccc3)CC2)c1	-3.6%	0.0%

# More results
SMILES	SMN2 splice enh	Epigenetic reg
COc1ccc(-c2nc(CN3CCC(C(=O)NCCCOC(C)C)CC3)c(C)o2)cc1OC	8.4%	1.1%
CCOC(=O)c1cccc(NC(=O)c2cc(-c3ccc(Cl)s3)nc3ccccc23)c1	2.8%	13.3%
Brc1ccc2c(c1)NC(c1cccnc1)=NC(c1ccccc1)=N2	26.1%	?
CCCCn1c(CCCNC(=O)c2cccc(C)c2)nc2ccccc21	?	-3.8%
COc1cc(C(=O)Nc2ccc3nn(-c4ccc(F)cc4)nc3c2)cc(OC)c1OC	-7.4%	0.3%
Cn1c(Oc2ccc(F)cc2)nc2c1c(=O)n(Cc1ccccc1Cl)c(=O)n2C	5.2%	-1.0%
CCOc1ccc(N(CC(=O)NCc2ccc(OC)cc2)S(=O)(=O)c2c(C)[nH]c(=O)[nH]c2=O)cc1	2.3%	0.8%
Cc1ccc(C(=O)CC2(O)C(=O)N(CCc3ccccc3)c3ccc(Br)cc32)cc1 (stereo not drawn)	-4.8%	12.5%
Cc1ccc(C)c(C(=O)c2c(N)c(-c3nc(-c4ccc5c(c4)OCO5)cs3)c3ccccn23)c1	-4.1%	-3.0%
COc1ccc(OC)c(NC(=O)C(Cc2ccccc2)NS(=O)(=O)c2ccc3c(c2)CCC(=O)N3)c1 (stereo not drawn)	6.5%	-1.1%
COc1ccc(CCNC(=O)CCCCCn2c(=O)[nH]c3cc(OC)c(OC)cc3c2=O)cc1OC	0.2%	-3.6%
COc1ccc(S(=O)(=O)N(CC(=O)Nc2cc(Cl)ccc2C)Cc2ccccc2)cc1OC	-54.8%[inhibitor]	-2.4%
Cn1c(C(=O)N2CCCC(C(=O)N3CCN(c4ccccc4)CC3)C2)cc2sccc21 (stereo not drawn)	-37.7%[inhibitor]	2.2%
COc1ccc(Nc2nnc(-c3ccc(C)c(S(=O)(=O)NCCO)c3)c3ccccc23)cc1C(N)=O	11.0%	-1.6%
CCn1cc(C(=O)NC(C)c2ccccc2)c(=O)c2cc(S(=O)(=O)N3CCc4ccccc4C3)ccc21 (stereo not drawn)	16.9%	0.3%
Cc1ccc(C)c(N(C)C(=O)Cc2c(C(=O)O)[nH]c3ccc(Cl)cc23)c1	-7.3%	4.7%
CCCn1c(NCc2ccc(N(CC)CC)cc2)nc2ccccc21	-50.8%[inhibitor]	0.0%
O=C(O)c1ccc2c(c1)ncn2-c1ccc(F)c(F)c1	3.3%	0.0%
COc1ccc(CCNC(=O)c2c(O)nc3c(C)cccn3c2=O)cc1	?	2.8%
CCCCN(CC)CCCNC(=O)c1cc2c(=O)[nH]c3ccccc3c2n1C	16.2%	0.2%
Cc1ccn2c(Nc3ccc(C(C)C)cc3)c(-c3cccs3)nc2c1	5.1%	4.0%
COc1ccccc1CNC(=O)CCCn1c(=O)c2ccccc2n(CC(=O)Nc2ccc(C)cc2Cl)c1=O	10.0%	?
Cc1ccc(CNC(=O)C2CCCN(S(=O)(=O)c3ccc4c(c3)oc(=O)n4C)C2)cc1 (stereo not drawn)	-1.1%	12.8%
CCCSc1ncc(Cl)c(C(=O)NCc2ccc(C)cc2)n1	-3.2%	-1.9%
CC(=O)N1CCc2c(sc3c2c(=O)n(Cc2ccccc2)c(=O)n3Cc2ccc(Cl)cc2)C1	-2.5%	0.0%
COc1cccc(NC(=O)Cn2c(=O)n(CCc3cccc(C)c3)c(=O)c3ccccc32)c1	-0.2%	4.1%
O=C(c1ccccc1)c1ccc2nc(N3CCN(c4ccc(F)cc4)CC3)c3nncn3c2c1	6.9%	4.8%
O=C(NCc1ccc(F)cc1)C(=O)Nc1ccc2nc3n(c(=O)c2c1)CCCCC3	-6.0%	-3.4%
COc1ccc(NC2=C(c3ccccc3)C(=O)c3ccccc32)cc1Cl	11.9%	4.3%
CCOC(=O)C1CCCN(CCC(=O)Nc2ccc(OC)cc2OC)C1 (stereo not drawn)	-4.0%	-0.8%
COc1ccc(-c2cc(-c3ccccc3)nc(SCC(=O)Nc3ccccc3C)c2C#N)cc1	3.4%	4.1%
COc1ccc(C2=C(Nc3ccc(Br)c(C)c3)c3ccccc3C2=O)cc1	-15.3%	-2.1%
CCOC(=O)C1CCCN(Cc2cn3c(-c4cccc(Br)c4)nnc3s2)C1 (stereo not drawn)	-4.1%	0.9%
CCOC(=O)c1cc2c(=O)n3ccccc3nc2n(CC(C)C)c1=NC(=O)c1cc2ccccc2o1	2.1%	9.9%
Cc1cccc(-c2c3c(=O)n(C)c(=O)n(C)c3c3c(C)nc4ccccc4n23)c1	-0.7%	0.0%
